# Screening data deposited in PubChem by The Scripps Research Institute Molecular Screening Center.
# FBW7 activator: human FBW7 E3 ligase activation, primary screen | Q969H0 | 650,000 compounds, 0.13% hits | normalized activity (activation), % at 26.1 µM | AlphaScreen FBW7–phospho-cyclin E peptide binding, activator screen | AID 1259310; in the data active means normalized activity above about 1.9%;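 further: purified mutant Fbw7 with reduced substrate affinity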
# MITF inh: human MITF inhibition, primary screen. inhibition, % at 2.6 µM. AlphaScreen MITF homodimerization, bead proximity signal. 650,000 compounds, 0.91% hits; in the data active means inhibition above about 50%;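 further: 0% = vehicle wells with protein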
# Target sequence (O75030 whole entry, looked up): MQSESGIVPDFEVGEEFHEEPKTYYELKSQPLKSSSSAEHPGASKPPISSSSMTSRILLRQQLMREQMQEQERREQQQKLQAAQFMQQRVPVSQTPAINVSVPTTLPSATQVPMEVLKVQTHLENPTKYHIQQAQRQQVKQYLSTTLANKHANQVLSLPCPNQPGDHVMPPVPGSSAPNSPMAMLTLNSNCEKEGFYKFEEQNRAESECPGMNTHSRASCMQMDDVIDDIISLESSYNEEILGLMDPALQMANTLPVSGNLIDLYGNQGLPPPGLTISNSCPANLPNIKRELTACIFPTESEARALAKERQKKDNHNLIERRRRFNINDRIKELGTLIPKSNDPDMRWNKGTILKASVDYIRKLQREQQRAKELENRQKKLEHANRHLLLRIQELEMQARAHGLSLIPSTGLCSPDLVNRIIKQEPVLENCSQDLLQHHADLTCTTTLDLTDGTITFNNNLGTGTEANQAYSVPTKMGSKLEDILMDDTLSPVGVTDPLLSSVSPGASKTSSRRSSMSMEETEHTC
# GPR151 ag: activates the human receptor GPR151; AID 1508602; PathHunter beta-arrestin GPR151 cells, luminescence; activation, % at 11.2 µM; 650,000 compounds, 1% hits; in the data active means activation above about 4.9%;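 further: 0% = median of compound wells and 100% = cells with positive control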
# Target sequence (Q8TDV0 whole entry, looked up): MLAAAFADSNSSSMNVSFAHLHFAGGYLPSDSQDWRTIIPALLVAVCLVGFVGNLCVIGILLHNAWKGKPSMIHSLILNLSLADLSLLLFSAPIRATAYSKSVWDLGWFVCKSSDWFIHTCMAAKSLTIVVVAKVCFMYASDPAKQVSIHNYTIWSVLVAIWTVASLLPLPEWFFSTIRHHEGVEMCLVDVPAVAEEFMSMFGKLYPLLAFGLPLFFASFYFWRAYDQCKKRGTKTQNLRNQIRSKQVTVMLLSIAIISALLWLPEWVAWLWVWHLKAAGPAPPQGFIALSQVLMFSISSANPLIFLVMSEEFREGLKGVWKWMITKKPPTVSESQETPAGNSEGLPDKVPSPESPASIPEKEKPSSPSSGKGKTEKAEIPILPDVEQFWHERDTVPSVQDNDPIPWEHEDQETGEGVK
# TEAD-YAP inh: TEAD-YAP interaction inhibition. HEK-TIYL cells, TEAD-Gal4/YAP UAS-luciferase luminescence. inhibition, % at 9.12 µM. 640,000 compounds, 1.4% hits; in the data active means inhibition above about 32%;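 further: 0% = median of test compound wells and 100% = reference inhibitor wells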
# An asterisk follows results filed as active; & = joins results of further samples.
no.	Structure	FBW7 activator	TEAD-YAP inh	MITF inh	GPR151 ag
1	CCCCC(=O)Nc1ccc(S(=O)(=O)NC(=O)CC(C)C)cc1	-0.1	0.5	-10.3	0.3
2	COC(=O)C(NC(=O)c1ccco1)(Nc1ccc(OC(F)(F)F)cc1)C(F)(F)F (stereo not drawn)	-0.1	-9.0	0.2	-1.3
3	Cc1cc(C)n(S(=O)(=O)c2ccc(I)cc2C)n1	-0.2	2.2	-4.9	1.8
4	O=C(N1CC23C=CC(CC2CC12CCCCC2)O3)C(F)(F)F (stereo not drawn)	0.1	-7.8	13.3	-0.9
5	CC1=C(C(=O)Nc2ccc(Br)cn2)C(c2ccccc2Cl)C2=C(CCCC2=O)N1 (stereo not drawn)	0.2	-9.6	-7.3	0.4
6	COC(=O)c1ccc(C(=O)Nc2nc3c(cc4c5c(cccc53)CC4)s2)cc1	0.9	-4.6	-2.5	-1.8
7	CCCOc1cccc(C(=O)Nc2ccc(OC(=O)c3cccc(OCCC)c3)c(-c3nc4ccccc4o3)c2)c1	0.1	-5.7	-5.7	1.4
8	O=C(CCCn1c(=O)[nH]c2ccsc2c1=O)NC1CCCCCCC1	-0.1	-8.3	-1.2	0.6
9	CCOc1cc(C(=O)Nc2c3c(nn2-c2ccc(F)cc2)CS(=O)(=O)C3)cc(OCC)c1OCC	0.0	-3.5	-0.4	-1.0
10	Cc1ccc(C(=O)NCC2CCCO2)cc1N1CCCC1=O (stereo not drawn)	0.2	3.3	4.5	0.8
11	COc1cc([N+](=O)[O-])ccc1NC(=O)CN1CCC(c2nc3ccccc3[nH]2)CC1	-0.1	19.4	5.1	-0.3
12	O=C1c2cccc3cccc(c23)C(=O)N1c1ccc(Cl)cc1	-0.2	-2.0	-1.9	-1.2
13	COc1ccc(N=Cc2cc(OC)c(OC)cc2[N+](=O)[O-])c([N+](=O)[O-])c1	0.0	10.6	13.0	1.1
14	N#C/C(=C\c1cc(Br)ccc1OCc1ccc(Cl)cc1Cl)c1nn(CCO)c(N)c1C#N	-0.2	7.6	-1.2	-1.0
15	CCOc1ccc(N(CC(=O)N2CCC(C)CC2)S(=O)(=O)c2ccc(SC)cc2)cc1	-0.1	18.5	-2.3	0.1
16	CN(C)CC(=O)Nc1cccc(Br)c1	-0.2	-2.7	-7.6	2.9

# Compound profiles, from the list above:
# O=C(CCCn1c(=O)[nH]c2ccsc2c1=O)NC1CCCCCCC1 in the list: FBW7 activator = -0.1; TEAD-YAP inh = -8.3; MITF inh = -1.2; GPR151 ag = 0.6
# COc1ccc(N=Cc2cc(OC)c(OC)cc2[N+](=O)[O-])c([N+](=O)[O-])c1 in the list: FBW7 activator = 0.0; TEAD-YAP inh = 10.6; MITF inh = 13.0; GPR151 ag = 1.1

# Continued.
no.	Structure	FBW7 activator	TEAD-YAP inh	MITF inh	GPR151 ag
17	CCCCSc1nnc2c(n1)OC(/C=C/c1ccccc1)Nc1ccccc1-2 (stereo not drawn)	0.0	-17.7	9.3	0.2
18	CCCn1c(N2CCN(CC(=O)Nc3ccc4c(c3)OCCO4)CC2)nc2ccccc21	0.0	7.3	8.5	-0.6
19	O=c1oc(-c2cccc([N+](=O)[O-])c2)nc2c(Br)cc(Br)cc12	0.1	-9.9	1.3	1.3
20	COc1cc(C2Nc3cc(C)c(C)cc3NC3=C2C(=O)CC(C)(C)C3)c(Br)c(OC)c1OC (stereo not drawn)	-0.1	1.5	-7.0	-1.8
21	CCOC(=O)c1c(N)sc(C(=O)Nc2ccc(OC)cc2OC)c1C	0.7	-11.0	12.2	0.6
22	O=C(O)c1ccc(-n2c(=O)c3ccccc3c3ccccc3c2=O)cc1	-0.1	2.3	7.1	2.3
23	COc1cc(/C=N/O)cc(Cl)c1OS(=O)(=O)c1ccc(C)cc1	-0.1	-15.4	-7.4	4.9*
24	CCc1ccc2c(COC(=O)CNS(=O)(=O)/C=C/c3ccccc3)cc(=O)oc2c1	-0.1	3.4	-6.7	-0.2
25	O=C(c1cccs1)N(Cc1ccsc1)C1CC1	0.0	7.1	8.4	-0.6
26	O=C(O)CC1(CC(=O)NCc2ccccc2)CCCCC1	-0.3	5.5	5.9	2.8
27	COc1ccccc1/C=C/C=C1\N=C(c2ccc(Br)cc2)OC1=O	0.2	1.6	3.9	0.9
28	C/C(N)=C(/C#N)C(=O)COC(=O)c1ccccc1Sc1ccccc1C#N	0.0	-3.1	-0.3	-0.1
29	COc1cc(Nc2nc(-c3ccc(C(=O)NC4CC4)cc3)nc3c2ncn3-c2ccccc2)cc(OC)c1OC	0.1	12.7	10.8	-0.1
30	CCOC(=O)c1sc2nc(SCC(=O)Nc3ccc(C)c(C)c3)n(N)c(=O)c2c1C	1.5	-2.3	22.7	-0.7
31	CC(=O)NC(=O)c1cc2ccccc2oc1=Nc1ccc(Cl)cc1Cl	0.0	-9.7	1.3	1.3
32	CCOC(=O)c1sc(C)c2c(=O)n(CC#N)c(C)nc12	-0.1	-2.8	-0.4	-0.8
33	CCCc1cc(C(=O)NNC(=S)NCC2CCCO2)cs1 (stereo not drawn)	-0.2	2.4	4.1	-0.7
34	COc1ccc2cc(C3CC(c4ccc(C)cc4)=NN3C(=O)CCC(=O)O)c(Cl)nc2c1 (stereo not drawn)	0.0	-11.7	3.0	-1.2
35	Cc1cc(C)c2cc(C#N)c(SCC(=O)Nc3c(C)[nH]c(=O)[nH]c3=O)nc2c1	0.0	-8.6	-0.3	-0.1
36	COC(=O)c1ccc(OC(=O)c2cncc(Br)c2)cc1	0.0	-10.3	-2.7	0.9
37	C[C@@H]1NC(=O)[C@@H]2C[C@H](NCc3ccc(F)c(F)c3)CN2C1=O	-0.1	11.6	6.3	0.1
38	Cc1c(Cl)c(=O)n2c(C)c(Cl)c(=O)n12	-0.2	-0.5	-17.2	3.9
39	CCN1CCN(CCN2C(=O)C3C(C(=O)Nc4ccc(Cl)c(Cl)c4)C4C=CC3(O4)C2C(=O)NC2CCCCC2)CC1 (stereo not drawn)	0.6	-4.2	-6.0	1.7
40	Cc1ccc(S(=O)(=O)N(Cc2ccccc2)Cc2ccc(/C=C(/C#N)C(N)=O)o2)cc1	-0.3	2.3	-11.9	0.6
41	O=C(NC1C2CC3CC1CC(O)(C3)C2)c1cc(CCc2ccccc2)no1 (stereo not drawn)	0.0	-40.3	-7.6	-1.2
42	Cc1ccc(C)c(C(=O)OCC(=O)NC(=O)NC2CCCC2)c1	0.0	-10.4	-1.1	1.6
43	CC(C)(C)c1ccc(S(=O)(=O)/C=C/C#N)cc1	0.2&0.0	-6.2	11.0&-12.2	0.3&1.1
44	CN(C)c1ccc(Nc2nc(NCCO)c3ccccc3n2)cc1	-0.6	6.2	28.6	-0.4
45	CCn1c(-c2ccc(F)cc2)cnc1SCC(=O)N1CCCCC1C (stereo not drawn)	-0.3	-54.3	-1.8	-1.7
46	O=C1Nc2ccc(I)cc2/C1=C/c1cc(Br)c(O)c(Br)c1	-0.2&0.1	7.6	19.6&19.9	0.5&-0.9
47	COC(=O)COc1ccc(NC(=O)Cn2nc(-c3ccc(C)c(S(=O)(=O)N4CCCCC4)c3)c3ccccc3c2=O)cc1	0.2	2.2	-13.3	-0.9
48	COc1ccc(C(=O)Oc2ccccc2[N+](=O)[O-])cc1	-0.1	6.8	-10.0	1.8

# Two compounds drawn at random from those above, as already listed:
no.	Structure	FBW7 activator	TEAD-YAP inh	MITF inh	GPR151 ag
19	O=c1oc(-c2cccc([N+](=O)[O-])c2)nc2c(Br)cc(Br)cc12	0.1	-9.9	1.3	1.3
5	CC1=C(C(=O)Nc2ccc(Br)cn2)C(c2ccccc2Cl)C2=C(CCCC2=O)N1 (stereo not drawn)	0.2	-9.6	-7.3	0.4

# (continued)
no.	Structure	FBW7 activator	TEAD-YAP inh	MITF inh	GPR151 ag
49	CC1(C)Nc2ccccc2-c2c1ssc2=S	-0.9	-5.0	22.0	-1.0
50	Cc1csc(SCC(=O)NCC2CCC3(CCN(Cc4cccnc4)CC3)O2)n1 (stereo not drawn)	0.1	-8.6	-18.8	-0.4
51	O=C(CSc1nc2ccccc2c(=O)n1C1CC1)NCCc1ccccc1	-0.1	-3.2	7.0	-1.4
52	CN(C(=O)c1cccs1)C(Cc1ccccc1)C1CCN(C(=O)c2ccc[n+]([O-])c2)CC1 (stereo not drawn)	-0.1	7.6	1.5	-0.4
53	CC1=C(C(=O)OCCc2ccccc2)C(c2ccccc2F)C2=C(CCCC2=O)N1 (stereo not drawn)	0.0	-1.9	-2.6	-0.5
54	CCN(CC)S(=O)(=O)c1cc(C)c(C)c(N)c1	-0.2	-6.2	-6.4	0.1
55	COC(=O)c1sccc1NC(=S)Nc1ccc(OC)cc1	0.5	-12.3	12.8	-1.0
56	CCOC(CCn1c(SCC(=O)NC(C)CC)nc2ccccc2c1=O)OCC (stereo not drawn)	0.1	-4.0	-41.5	0.1

# Structures above that have a cyano group (6):
no.	Structure	FBW7 activator	TEAD-YAP inh	MITF inh	GPR151 ag
14	N#C/C(=C\c1cc(Br)ccc1OCc1ccc(Cl)cc1Cl)c1nn(CCO)c(N)c1C#N	-0.2	7.6	-1.2	-1.0
28	C/C(N)=C(/C#N)C(=O)COC(=O)c1ccccc1Sc1ccccc1C#N	0.0	-3.1	-0.3	-0.1
32	CCOC(=O)c1sc(C)c2c(=O)n(CC#N)c(C)nc12	-0.1	-2.8	-0.4	-0.8
35	Cc1cc(C)c2cc(C#N)c(SCC(=O)Nc3c(C)[nH]c(=O)[nH]c3=O)nc2c1	0.0	-8.6	-0.3	-0.1
40	Cc1ccc(S(=O)(=O)N(Cc2ccccc2)Cc2ccc(/C=C(/C#N)C(N)=O)o2)cc1	-0.3	2.3	-11.9	0.6
43	CC(C)(C)c1ccc(S(=O)(=O)/C=C/C#N)cc1	0.2&0.0	-6.2	11.0&-12.2	0.3&1.1

# Sorted by number of heavy atoms (smallest number first): some entries from above
no.	Structure	FBW7 activator	TEAD-YAP inh	MITF inh	GPR151 ag
49	CC1(C)Nc2ccccc2-c2c1ssc2=S	-0.9	-5.0	22.0	-1.0
54	CCN(CC)S(=O)(=O)c1cc(C)c(C)c(N)c1	-0.2	-6.2	-6.4	0.1
53	CC1=C(C(=O)OCCc2ccccc2)C(c2ccccc2F)C2=C(CCCC2=O)N1 (stereo not drawn)	0.0	-1.9	-2.6	-0.5

# (listing goes on)
no.	Structure	FBW7 activator	TEAD-YAP inh	MITF inh	GPR151 ag
57	O=C(c1ccc(NCC2CCCO2)c([N+](=O)[O-])c1)N1CCCc2ccccc21 (stereo not drawn)	-0.1	0.0	15.3	-1.3
58	Cc1cc(NC(=O)c2ccc(F)cc2)n(C)n1	0.1	-7.4	12.2	-0.8
59	O=C1CC[C@@H]2CN(Cc3ccoc3)CC[C@@H]2N1Cc1ccc(F)cc1	-0.1	-9.5	-13.0	0.0
60	COc1ccc(-c2cc3nc(C)cc(NCCN4CCOCC4)n3n2)cc1	0.0	-20.4	6.3	1.1
61	O=C(Nc1cccnc1)c1ccc(OCc2c(F)cccc2Cl)cc1	-0.1	-19.3	-6.5	1.6
62	CC(=O)COc1ccc2c3c(c(=O)oc2c1)CCC3	0.6	2.7	0.2	-1.4
63	NC(=O)c1ccc(Nc2nccc(-c3cccc(Nc4ccccc4)c3)n2)cc1Cl	0.1	36.4*	-1.5	0.3
64	O=C(Cc1ccc(Cl)cc1)Nc1cccc([N+](=O)[O-])c1	-0.1	-12.7	-12.2	1.1
65	C/C(=N\N=C1\NC(=O)C(CC(=O)Nc2ccc(C)c(Cl)c2)S1)C(C)(C)C (stereo not drawn)	0.1	3.3	22.6	-1.4
66	CCc1nnc(NC(=O)CSc2nc3cc4c(cc3cc2C#N)OCCO4)s1	-0.3	3.0	1.9	0.1
67	COCCNCCOCCOc1cc(C)cc(C)c1	0.0	10.0	39.6	-1.0
68	COC(=O)c1ccc(CSc2c(C(C)C)cnc3c2c(=O)n(C)c(=O)n3C)cc1	0.0	3.3	-8.8	1.4
69	O=C(Cn1nnc(-c2ccccc2F)n1)N1CCOCC1	0.0	-9.8	-3.3	2.1
70	COc1cccc(NC(=O)Nc2sc3nc4n(c(=O)c3c2C)CCC(C)CC4)c1 (stereo not drawn)	-0.2	-10.9	1.6	-0.4
71	Cc1nn(C)c(Cl)c1S(=O)(=O)N1CCN(c2ncc(C(F)(F)F)cc2Cl)CC1	-0.1	8.6	-2.8	3.9
72	COCCCNC(=O)C1Sc2nnc(-c3ccccc3)n2NC1c1ccccc1 (stereo not drawn)	0.0	6.7	18.2	-0.9
73	CN(C)c1cccc(C(=O)OCC(N)=O)c1	0.2	0.2	2.9	0.7
74	COc1cc(C)c(C)cc1S(=O)(=O)N1CCCCC1	-0.1	1.5	-2.9	0.3
75	Cc1occc1-c1nnc(SCC(=O)NCc2ccccc2)n1C	0.4	-14.5	-3.7	0.9
76	CCCc1cc(=O)oc2cc(OCc3cccc(Cl)c3)ccc12	-0.3	0.0	4.9	1.1
77	COCCNC(=O)c1nc(-c2ccc(Cl)cc2)n2c1CCCCC2	-0.3	6.8	-5.7	0.1
78	COc1cc(/C=C2/SC(=Nc3ccccc3)N(C3CCCC3)C2=O)c(Br)cc1O	-0.1	-1.9	9.1	0.3
79	O=c1[nH]c(=O)n(Cc2ccccc2)c2nc[nH]c12	0.0	12.3	7.9	0.2

# Compounds were not picked by outcome; any-hit rate near 3.4%.
